Source: PubChem
p53ts 39C tox: qHTS Screen for Compounds that Selectively Target Cancer Cells with p53 Mutations: Cytotoxicity of p53ts Cells at the Nonpermissive Temperature. H1299-p53A138V viability at 39C, ATP luminescence, 24 h. Potency, µM (highest dose often 46.1 µM), inactives show at the highest dose activity change, negative = cell killing, usual class: cytotoxic. hit rate 1.5% among 130,000; note: nearly all actives have a fitted effect of over 55% in size
IkB signaling: IkB Signaling. hit rate 0.04% among 110,000. Potency, µM (highest dose often 57.1 µM), for the others: at the top dose IkBa stabilization activation. ABC-DLBCL IkBa-CBG/CBR dual luciferase ratio, 4 h; response scale: scaled: untreated 0%, proteasome inhibitor 100%. AID 445, 2006; active = well fitted curve in the direction sought with a large enough effect in the signal ratio, not every such curve was filed as active; inconclusive = small, poorly fitted or top-dose-only effect, or a change in a side signal; the % refers to the signal ratio;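 note: the direction sought is a rising ratio; 0% = basal untreated cells and 100% = reference inhibitor full response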
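In this assay, an IκBα–CBG68 fusion accumulates when IKK-driven degradation is blocked; native CBR normalizes for cell number. OCI-Ly3 cells were treated 4 h with compound and doxycycline, then green and red light read after Chroma-Glo addition.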
Imprint erasure: qHTS Assay for Compounds that Induce Erasure of Genomic Imprints | mouse ES Peg3-LacZ reporter, beta-gal luminescence, 40 h | Potency, µM (highest dose often 60.7 µM), for the others: at the top dose activity change, positive = activation, actives largely listed as activators | hit rate 0.02% among 110,000 | AID 1948, 2009;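 note: 0% = negative control wells on the plate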
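Imprint erasure is scored as LacZ activity from the silenced maternal Peg3 allele in feeder-free female ES cells cultured 40 h with LIF. Luminescence is normalized to in-plate negative controls and fitted to the Hill equation.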
p53ts 32C kill: qHTS Screen for Compounds that Selectively Target Cancer Cells with p53 Mutations: Cytotoxicity of p53ts Cells at the Permissive Temperature; H1299-p53A138V at 32C, ATP luminescence viability, 24 h; Potency, µM (series often up to 46.1 µM), for inactives: at the highest dose activity change, negative = cytotoxicity, hits mostly cytotoxic; hit rate 0.93% among 130,000; AID 924, 2007;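 note: 0% = DMSO and -100% = full killing by reference compound; nearly all actives have a fitted effect of over 55% in size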
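Cells: H1299 p53ts (A138V), 600/well, pre-incubated 16–30 h at 37C. Cpd up to 46 uM, 24 h, 32C. Readout: ATPlite luminescence, 20 min RT. Normalization: DMSO vs tamoxifen 100 uM. AC50 by Hill equation.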
* marks the source's active call; other numbers are inactive results; u = inconclusive; x = no result given; & = joins results of further samples; [ ] = remark or other dose. Unless noted, calls come from the whole dose curve; as a rule, active = well fitted curve in the direction sought with a large enough effect; inconclusive = small, poorly fitted or top-dose-only effect, or another doubt; inactive = no such curve, though single readings can be large; an effect the other way counts as inactive or inconclusive. Unless noted, % is set by controls: 0 for no effect and ±100 for the full control effect; potency is the fitted concentration of half-maximal effect.

Values run as follows: p53ts 39C tox, IkB signaling, Imprint erasure, p53ts 32C kill
1	COc1ccc(-n2cc(-c3ccc4c(c3)OCO4)n(CC(=O)Nc3cccc(C)c3)c2=O)cc1
    12%, u, -3%[10.9 µM], 11%
2	Cc1c(Cl)cccc1NC(=O)CCS(=O)(=O)c1cccc2nsnc12
    -29%, 9.2%, -3%[10.9 µM], 1%
3	CC1(C)C(=O)NC2=C1C(=O)C(=O)c1ccccc12
    1µM*, u, -68%[inhibitor], 1.3µM*
4	CC(=O)c1ccc(NC(=O)c2cnn(-c3cccc(F)c3)c2-n2cccc2)cc1
    4%, u, -9%[10.9 µM], -5%
5	CCOC(=O)c1ccc(NC(=O)C2CCCN(c3ncnc4onc(-c5ccc(F)cc5)c34)C2)cc1 (configuration not stated)
    -13%, u, 12%[10.9 µM], -4%
6	O=C(NCCc1csc(-c2cccc(F)c2)n1)c1ccccc1C(F)(F)F
    -30%, u, -4%[10.9 µM], -10%
7	COc1cccc2cc(-c3nc(Nc4cccc(C)c4)sc3C)c(=O)oc12
    -14%, u, -2%[10.9 µM], 3%
8	CC(C)Cc1nc2oc3c(N4CCN(CCO)CC4)ncnc3c2c2c1CCCC2
    6%, 2.9%, -15%, 12%
9	Cc1ccc(CO)cc1Nc1ncnc2onc(-c3ccc(F)cc3)c12
    -16%, -5.2%, -6%[10.9 µM], -3%
10	Oc1ccccc1-c1cc(C(F)(F)F)[nH]n1
    1%, 22%, -5%, 40%[activator]
11	COc1ccc(OC)c(CNC(=O)C(C)n2c(C)c3cnn(-c4ccccc4)c(=O)c3c2C)c1 (configuration not stated)
    -23%, 3.2%, 15%[10.9 µM], 9%
12	CCOC(=O)c1c(C2CC2)csc1NC(C)=O
    10%, 0.0%, 0%, -5%
13	CC(=O)N1CCCc2cc(S(=O)(=O)N3CCC(C(=O)NC4CCCCC4)CC3)ccc21
    u, 4.7%, -5%[10.9 µM], 8%
14	CC(C)CNC(=O)c1ccccc1NC(=O)c1ccccc1N(C)S(C)(=O)=O
    22%, x, x, 3%
15	COc1ccc(NC(=O)CN(c2cc(C)cc(C)c2)S(=O)(=O)c2c(C)noc2C)cc1
    -2%, 7.3%, -21%, 3%
16	N=c1n(CCN2CCOCC2)c2ccccc2n1Cc1ccccc1Br
    -8%, 1.9%, -8%, -5%
17	CCOc1ccccc1N1CC(c2nc3ccccc3n2CCCCOc2cc(C)ccc2C)CC1=O (configuration not stated)
    u, u, -8%[10.9 µM], u
18	CC(=O)c1cc2c(cc1N)OCO2
    0%, 1.8%, -13%, 0%
19	COc1ccc(-c2nc3ccccc3o2)cc1NC(=O)COc1cc(C)cc(C)c1
    -12%, -1.5%, -9%[10.9 µM], 6%
20	O=C(CN1C(=O)NC2(CCCCC2)C1=O)Nc1ccccc1Cl
    -9%, -0.1%, 2%, 2%
21	Cc1cc(N2C3CCC2CC(O)(c2ccc(F)cc2)C3)nc(-c2ccccc2)n1 (configuration not stated)
    -4%, u, -10%, -12%
22	Cc1cccc(OCCCN2CCCCCC2)c1
    0%, -0.3%, -9%, -6%
23	COCCCNC(=O)CN(c1cc(OC)ccc1OC)S(=O)(=O)c1ccccc1
    14%, 0.2%, -9%, 1%
24	CCOC(=O)C1C2C=CC3(CN(CCc4ccccc4)C(=O)C13)O2 (configuration not stated)
    2%&8%, -0.6%, 0%, -2%&16%
25	Cc1ccc2nc(-c3cccc(NC(=O)c4ccco4)c3)[nH]c2c1
    u, u, -74%[inhibitor], u
26	CC(=O)OCC[N+](C)(C)C
    3%, x, -16%, 3%
27	O=C1c2ccccc2C(=O)N1CCCSc1nc2ccccc2o1
    -4%, u, -12%, -2%
28	CCOC(=O)c1ccc(OCC2c3cc(OC)c(OC)cc3CCN2C(=O)Cc2ccc(OC)c(OC)c2)cc1 (configuration not stated)
    -24%, 0.5%, -15%[10.9 µM], 1%
29	COc1cccc2c(=O)n(CC(=O)NC3CCCC3)ccc12
    16%, 1.4%, -13%, -7%
30	CN1CCN(C(=O)c2ccc3c(c2)N(Cc2cccc(Cl)c2)C(=O)c2ccccc2S3=O)CC1 (configuration not stated)
    -4%, -1.7%, -16%, 1%

Part of the list above with just p53ts 32C kill.
| nr | Structure | p53ts 32C kill |
| --- | --- | --- |
| 25 | Cc1ccc2nc(-c3cccc(NC(=O)c4ccco4)c3)[nH]c2c1 | u |
| 26 | CC(=O)OCC[N+](C)(C)C | 3% |

A different layout for 2 compounds above:
20. O=C(CN1C(=O)NC2(CCCCC2)C1=O)Nc1ccccc1Cl
  p53ts 39C tox: -9% | IkB signaling: -0.1% | Imprint erasure: 2% | p53ts 32C kill: 2%
21. Cc1cc(N2C3CCC2CC(O)(c2ccc(F)cc2)C3)nc(-c2ccccc2)n1 (configuration not stated)
  p53ts 39C tox: -4% | IkB signaling: u | Imprint erasure: -10% | p53ts 32C kill: -12%

(continued)
Values run as follows: p53ts 39C tox, IkB signaling, Imprint erasure, p53ts 32C kill
31	O=C(NCC1CCCO1)c1cc(-c2ccco2)nc2ccccc12 (configuration not stated)
    -7%, 0.3%, -6%, -1%
32	CC1CN(C(=O)N2CCC(C(=O)NCc3cccs3)CC2)c2ccccc2O1 (configuration not stated)
    -3%, u, -9%[10.9 µM], -4%
33	COc1cc(C2C(C(=O)c3ccco3)=C(O)C(=O)N2CCc2ccccc2)ccc1O (configuration not stated)
    -3%, 0.2%, -14%, 2%
34	CC(C)(C)NC(=O)CN1CCC(O)(c2ccc3c(c2)OCO3)CC1
    12%, x, x, -12%
35	CCCCN(CC)CCCNC(=O)CCN1N=C(c2ccc(OC)cc2)CCC1=O
    3%, -1.3%, -17%[10.9 µM], 10%
36	COc1ccc(OCC(=O)N2CCN(C(=O)c3ccc(OC)cc3)CC2)cc1
    2%, 0.0%, -9%[10.9 µM], 1%
37	CC1=C(C(=O)Nc2ccccc2C)C(c2ccncc2)n2nc(SCc3ccccc3Cl)nc2N1 (configuration not stated)
    -10%, -0.6%, 8%[10.9 µM], -2%
38	Cc1[nH]nc2c1C1(CCC3(CC1)OCCO3)C(C#N)=C(N)O2
    -3%, 0.4%, -3%, -2%
39	COc1ccccc1OCC(=O)OCC(=O)Nc1ncc(Cl)cc1Cl
    -7%, 1.3%, -6%, -2%
40	CCn1c(CN2CCCCCC2=O)nnc1SCc1cnc(-c2ccccc2)s1
    -4%, 2.9%, -20%, 2%
41	CCCCOC(=O)CNc1nnc(SCC(=O)OCC)[nH]c1=O
    -11%, u, x, -8%
42	O=C(c1cc2c(ccc3ccccc32)oc1=O)N1CCN(CCO)CC1
    10%, -2.6%, -9%, -7%
43	CCN1c2ccccc2-c2nc3ccccc3n2C1c1ccccn1 (configuration not stated)
    0%, 1.0%, -13%, 3%
44	COCCSc1ccccc1C(=O)N1CCN(Cc2ccc3c(c2)OCO3)CC1
    -6%, -0.8%, -6%, 3%
45	CC(C)(C)C(=O)NC1CCN(C(=O)N2CCCC2)CC1
    5%, 1.0%, x, 1%
46	C=CC(=O)OCCCCCCOC(=O)C=C
    -1%, u, -12%, 1%[1.84 µM]
47	CCOCCn1c(-c2ccc(OC)cc2)nc2ccccc21
    -23%, -0.9%, -35%[inhibitor], -26%
48	O=C(CSc1cccc2cccnc12)NCc1ccco1
    2%, 0.4%, -21%, -4%
49	Cc1ccccc1CNC(=O)c1ccc2c(c1)N(Cc1ccccc1)CCS2
    -2%, u, -15%[10.9 µM], 20%
50	CCCCCn1c(=O)[nH]c2c(c1=O)CCC2
    6%, -1.2%, -2%, 2%
51	CCCCCNC(=O)c1c[nH]c2ccc(S(=O)(=O)N3CCC(C)CC3)cc2c1=O
    -27%, 2.0%, -20%[10.9 µM], -8%
52	Cn1c(C(=O)OCC(=O)NCCc2ccccc2)cc2sccc21
    3%, 1.0%, -9%, 4%
53	Cc1ccc(NC(=O)CN2C(=O)C(c3ccc(C)cc3)=NC23CCCCCC3)cc1
    -9%, u, u, 21%
54	Cc1nn(C(=O)c2cccc(F)c2)c(C)c1S(=O)(=O)N1CCOCC1
    -8%, 1.1%, -8%[10.9 µM], -10%
55	Nc1ncnc2nc(Sc3ccc(Cl)cc3)[nH]c12
    3%, -0.8%, 0%, 4%
56	O=C(NCCc1ccc(Cl)cc1)C(=O)NCC(c1ccc2c(c1)OCO2)N1CCOCC1 (configuration not stated)
    -4%, 5.1%, 5%[10.9 µM], 17%
57	Cc1nn(S(=O)(=O)c2ccc(F)cc2)c(C)c1S(=O)(=O)N1CCCCCC1
    -10%, 0.9%, -8%[10.9 µM], -2%
58	COc1ccc(C(=O)N(CCCO)Cc2cc3c(C)ccc(C)c3[nH]c2=O)cc1OC
    -5%, -2.1%, x, -6%
59	COc1ccc(OC)c(CCNC(=O)C2CCN(c3nnc(-n4cccc4)s3)CC2)c1
    -1%, 1.6%, -15%, 4%
60	Cc1occc1C(=O)NCc1cccc(CNC(=O)c2ccoc2C)c1
    6%, 2.9%, -2%, 7%
61	O=C(Nc1ccc2nc(SCC(=O)N3CCCC3)sc2c1)c1ccccc1F
    -7%, u, -7%[10.9 µM], -17%
62	N#Cc1cccc(-c2nc(NCCN3CCOCC3)c3ccccc3n2)c1
    -15%, -10%[11.4 µM], u, -7%
63	CC(C)c1cccc2nc3c(c([Si](C)(C)C)c12)Cn1c-3cccc1=O
    u, x, -25%, 0%
64	CCCCC(CC)CNC(=O)CN(C)S(=O)(=O)c1ccc2c(c1)c(=O)n(C)c(=O)n2C (configuration not stated)
    1%, -0.7%, -6%[10.9 µM], 9%
65	COc1ccc(-n2c(=O)c3ccccc3n(Cc3ccccc3C)c2=O)c(OC)c1
    17%, u, -3%[10.9 µM], -1%
66	O=c1c2ccccc2nc(-c2cccc(Cl)c2)n1O
    -22%, u, -27%, -26%
67	CCOC(=O)C1CCN(C(=O)c2c(C)nn(-c3ccc(F)cc3)c2-n2cccc2)CC1
    -8%, 0.7%, -2%[10.9 µM], 2%
68	CCOC(=O)CSc1nc(N)c(C#N)c(-c2cccs2)c1C#N
    -5%, -0.6%, -12%, -8%
69	Cc1ccc(CN2CCSc3ccc(C(=O)N4CCN(c5ccc(Cl)cc5)CC4)cc32)cc1
    0%, u, -15%[10.9 µM], 8%
70	Cc1ccc(C(=O)Nc2ccc3[nH]c(=O)c(=O)[nH]c3c2)cc1
    -14%, 0.2%, 5%[10.9 µM], -3%
71	COc1cccc(-n2c(=O)c3c(C)c(C)sc3n(Cc3ccccc3C#N)c2=O)c1
    42%[activator], -0.3%, -2%[10.9 µM], 4%
72	CCOC(=O)C(Cc1cc(C(C)=O)ccc1OCC)C(=O)OCC
    8%, 0.6%, -3%, 0%
73	CC1=C(C(=O)NCc2ccc(C)cc2)C2(CCCCC2)OC1=O
    u, u, -9%[10.9 µM], 2%
74	Cc1nn2c(=O)cc(COC(=O)c3ccccc3NC(=O)C3CCCCC3)nc2s1
    2%, u, 20%[10.9 µM], 5%
75	CCNc1nc(C)cc(COC)c1C#N
    -4%, -5.1%, -6%, 3%
76	COc1cccc(Cn2nnc3c(=O)[nH]c(C4CCN(C(=O)c5ccccc5Cl)CC4)nc32)c1
    -3%, u, -10%[10.9 µM], 10%
77	COc1ccc2[nH]cc(CCNc3cc(-c4ccccc4CN(C)C)ncn3)c2c1
    -15%, 0.2%[11.4 µM], -3%, -8%
78	COc1ccc(OC)c(-n2c(=O)[nH]c3cc(C(=O)NCCc4ccc(OC)c(OC)c4)ccc3c2=O)c1
    12%, u, -2%[10.9 µM], -3%
79	COc1ccc(N2C(=O)CSC23C(=O)N(CC(=O)Nc2ccccc2F)c2ccccc23)cc1 (configuration not stated)
    -9%, u, 6%[10.9 µM], 17%
80	COc1ccc(NC(=O)C2CCCN(S(=O)(=O)c3cccnc3)C2)c(OC)c1 (configuration not stated)
    4%, 4.5%, -6%, 5%
81	O=C(O)c1cc(-c2ccco2)[nH]n1
    -1%, 0.7%, -8%, 4%
82	Cc1ccc(CN(Cc2ccco2)c2cnc(S(C)(=O)=O)nc2C(=O)Nc2ccccc2Br)o1
    16%, 1.6%, -18%[10.9 µM], 12%
83	CCOC(=O)c1sc(NC(=O)CSc2nnc(Cc3ccccc3)o2)c(C#N)c1C
    2%, 2.0%, -8%, -4%
84	CCOc1ccc(OCC(=O)NCCS(=O)(=O)N2CCN(c3ccccc3F)CC2)cc1
    -5%, -0.2%, -7%[10.9 µM], 11%

Compounds were not picked by outcome; about 1.7% have a hit in one of these screens.
